EPAC2 antagonist: antagonists of human EPAC2. Q8WZA2. EPAC2 GEF exchange of Rap1B-BODIPY-GDP, fluorescence. Potency, µM (doses to about 114 µM), without a hit: at the highest dose activity, negative = inhibition, hits mostly inhibitors. actives 0.18% (n = 360,000). AID 720708; note: potency is the fitted concentration of half-maximal effect; % is set by controls: 0 for no effect and ±100 for the full control effect; nearly all actives have a fitted effect of over 45% in size; many of its hits are not listed in these tables
TDP-43 yeast inh: inhibitors of TDP-43 toxicity in yeast | Potency, µM (highest dose often 46.1 µM), for inactives: top-dose growth rescue (activation), usual class: activators | AID 652104 | actives 1.8% (n = 410,000) | TDP-43 expressing yeast growth rescue, BacTiter-Glo, 24 h; note: potency is the fitted concentration of half-maximal effect; % of control where 0% means no effect; nearly all actives have a fitted effect of over 50% in size
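Cell-based yeast growth screen: TDP-43 expression induced in galactose, inoculum OD600=0.02 after raffinose pregrowth to mid-log. Read-out BacTiter-Glo luminescence at 24 hr, 30 deg C; inhibition of toxicity seen as signal increase.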
DRD3 antagonist: D3 dopamine receptor (human) antagonism | P35462 | D3R cells, DiscoveRx beta-arrestin luminescence, antagonist mode; stronger effect = lower value | max response, negative = inhibition, % | actives 2.5% (n = 360,000); in the data active = max response below about -50%; inconclusive = no clear call, values can overlap the other calls; note: % is set by controls: 0 for no effect and ±100 for the full control effect; mostly tested at two doses, the higher about 12 µM
Target sequence (P35462 whole entry, looked up): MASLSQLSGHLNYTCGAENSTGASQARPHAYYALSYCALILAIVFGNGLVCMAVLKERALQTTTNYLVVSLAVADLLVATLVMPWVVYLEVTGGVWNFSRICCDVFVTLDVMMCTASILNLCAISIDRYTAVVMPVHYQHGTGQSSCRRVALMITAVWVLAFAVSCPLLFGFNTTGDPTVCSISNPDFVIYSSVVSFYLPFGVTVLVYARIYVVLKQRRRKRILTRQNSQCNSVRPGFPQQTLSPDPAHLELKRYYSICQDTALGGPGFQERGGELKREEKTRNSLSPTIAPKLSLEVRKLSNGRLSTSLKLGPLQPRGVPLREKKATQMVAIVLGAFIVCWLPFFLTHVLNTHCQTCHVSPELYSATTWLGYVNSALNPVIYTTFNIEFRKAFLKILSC
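Cells expressing the human receptor were seeded at 1500 cells/well, incubated overnight at 37 degrees C in 5% CO2, then exposed to library compounds with dopamine controls for 90 minutes at 37 degrees C before luminescent detection.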
aSyn yeast inh: inhibitors of alpha-synuclein toxicity in yeast; AID 652106; Yeast expressing alpha-synuclein, growth rescue, BacTiter-Glo, 24 h; Potency, µM (titrated, usually from 46.1 µM), inactives show at the highest dose growth rescue (activation), actives largely listed as activators; actives 0.14% (n = 370,000); note: potency is the fitted concentration of half-maximal effect; % of control where 0% means no effect; nearly all actives have a fitted effect of over 65% in size
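Readout is rescue of growth in alpha-synuclein-expressing yeast, so inhibitors of toxicity appear as activators. Growth after 24 hr at 30 deg C in galactose medium is quantified by luminescence.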
EPAC2 agonist: EPAC2 (human) agonism | Q8WZA2 | EPAC2 activation, biochemical qHTS; response scale: 100% = 6.5 mM cAMP response | Potency, µM (top dose mostly 154 µM), without a hit: top-dose activation, usual class: activators | actives 0.079% (n = 360,000) | AID 720711; note: potency is the fitted concentration of half-maximal effect; nearly all actives have a fitted effect of over 50% in size
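Compounds were titrated in qHTS against a Rap1B-BODIPY-GDP (250 nM) complex with EPAC2 (100 nM) and GDP (50 uM). BODIPY-GDP release tracked at 480/540 nm over 30 min at room temperature, normalized to 6.5 mM cAMP.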
Abeta rescue: A-beta toxicity reversal in yeast | Potency, µM (doses to about 46.1 µM), for the others: at the top dose growth rescue, usual class: activators | yeast expressing A-beta42, growth rescue, OD600, 48 h; response scale: 0% DMSO, 100% iron-clioquinol control | actives 0.063% (n = 410,000); note: potency is the fitted concentration of half-maximal effect; nearly all actives have a fitted effect of over 55% in size
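Growth rescue measured by 600 nm absorbance after 48 h yeast culture at 30 C with compound. Values normalized between DMSO and an equimolar ferric chloride plus clioquinol control.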
FUS yeast rescue: FUS proteinopathy suppression in yeast | S. cerevisiae FUS-expressing, growth rescue, OD600, 24 h | Potency, µM (series often up to 76.6 µM), for the others: at the top dose growth rescue (activation), hits mostly activators | actives 0.24% (n = 390,000) | AID 1347120;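 note: potency is the fitted concentration of half-maximal effect; plate controls were DMSO vehicle for no effect and reference control for full effect; nearly all actives have a fitted effect of over 55% in size; some results filed as inactive show a strong effect at the top dose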
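Restored growth of FUS-toxic S. cerevisiae, read as 600 nm absorbance after 24 h at 30C in galactose medium (starting OD 0.005). Controls CP55940 and DMSO.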
DRD3 agonist: activates the human D3 dopamine receptor; D3R DiscoveRx beta-arrestin cells, luminescence, 90 min; max activation, %; actives 0.58% (n = 410,000); P35462; in the data active = max activation above about 30%; note: 0% is about no effect; mostly tested at two doses, the higher about 12 µM
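Agonist mode: compounds and dopamine controls were applied to plated cells for 90 min at 37 degrees C after an overnight attachment at 1500 cells/well. Luminescent read-out followed 30 - 60 minutes at room temperature with DiscoveRx detection reagent.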
Active calls of the source: *; ? = inconclusive; . = no result given; [ ] = another dose, or the depositor's remark. Unless noted, calls come from the whole dose curve; as a rule, active = well fitted curve in the direction sought with a large enough effect; inconclusive = small, poorly fitted or top-dose-only effect, or another doubt; inactive = no such curve, though single readings can be large; an effect the other way counts as inactive or inconclusive. Some of the compounds tested; rates above refer to the full screens.

SMILES	EPAC2 antagonist	TDP-43 yeast inh	DRD3 antagonist	aSyn yeast inh	EPAC2 agonist	Abeta rescue	FUS yeast rescue	DRD3 agonist
CN1C(=O)C(O)(CC(=O)c2ccc(F)cc2)c2cc(Br)ccc21 (stereo not given)	6.2%	5.9%	?	0.3%	9.3%	-4.4%	-15.5%	-5.2
CCC(=O)Nc1cc(-c2nn(C)c(=O)c3ccccc23)ccc1N1CCCCC1	-5.9%	2.9%	7.4	-0.1%	13.3%	13.7%	3.2%	-2.6
CCCCNC(=O)[C@H]1C[C@H]1[C@@H](O)[C@H](CO)NC(=O)[C@H](CC(C)C)NC(=O)OC(C)(C)C	19.6%	3.0%	-5.7	-2.2%	-7.1%	0.7%	-7.5%	2.9
COc1ccc(C(=O)Nc2nc3n(n2)C(c2ccccc2)C=C(c2ccccc2)N3)cc1 (stereo not given)	.	16.4%[9.22 µM]	.	.	.	0.7%	?	4.3
COc1ccccc1Nc1nc(N)nc(CN2CCCCC2)n1	-5.6%	-5.6%	-16.7	-0.5%	1.7%	7.3%	-4.5%	3.0
COCC1CCN(Cc2cn[nH]c2-c2ccc(OC)c(F)c2)C1 (stereo not given)	-3.1%	4.5%	1.6	0.3%	-0.6%	13.3%	13.3%	-9.9
CC(C)Cn1c(SCC(=O)N2CCCc3ccccc32)nc2ccccc2c1=O	-28.1%	-0.9%	19.7	6.2%	0.8%	-9.1%	28.1%	3.4
O=C1C2CCCN2C(=O)N1CCCCN1CCN(c2cccc(Cl)c2)CC1 (stereo not given)	7.1%	4.8%	-57.8*	6.5%	3.4%	-4.6%	.	-0.7
FC(F)Oc1ccc(NC(=S)NCc2cccnc2)cc1	-0.3%	-20.2%	-2.7	-10.1%	8.7%	-17.3%	-6.3%	-4.5
Cc1nnc(SCC(=O)N(C(C)C)C(C)C)nc1C	1.4%	-5.7%	12.4	-12.2%	-1.4%	-1.4%	-17.7%	5.7
CCNC(=S)NCc1ccc(Cl)cc1	-2.2%	-0.3%	10.0	-1.5%	4.8%	0.9%	13.8%	3.4
C=CCNC(=O)/C(C#N)=C/c1ccc(OS(=O)(=O)c2ccc(C)cc2)c(OC)c1	-5.7%	22.0%	-13.8	-44.7%[inhibitor]	4.2%	23.5%	1.5%	5.0
CCOc1ccc(-n2c(SC(C)C(=O)OC)nc3c(c2=O)SCC3)cc1 (stereo not given)	9.9%	7.3%	6.8	-8.6%	4.5%	14.8%	-1.7%	3.2
CCN(CC)c1ccc(NC(=O)CCN2C(=O)c3ccccc3S2(=O)=O)c(C)c1	-0.7%	-20.7%	-1.4	-9.6%	11.3%	-11.1%	16.0%	18.2
O=C(COc1cc(Cl)ccc1Cl)Nc1nnc(CC(=O)N2CCOCC2)s1	5.1%	-16.8%	14.0	-1.5%	5.5%	-4.3%	-4.0%	5.0
CN(C)S(=O)(=O)c1cccc(C(=O)OCC(=O)N2c3ccccc3NC(=O)C2(C)C)c1	1.8%	-9.6%	-18.4	-7.7%	5.9%	-21.0%	22.3%	-3.5
COc1ccc(OC)c(-c2noc(CSc3nnc(Cc4ccccc4)n3-c3cccc(C)c3)n2)c1	.	18.8%	.	.	.	-0.6%	?	6.4
COc1ccccc1N1CC(C(=O)NC2CCCCCC2)CC1=O (stereo not given)	2.6%	-16.8%	-6.4	-0.3%	7.5%	6.0%	22.6%	-3.8
O=S(=O)(c1ccccc1)N1CCN(c2cc(-c3ccccc3)nc3ncnn23)CC1	-1.0%	-10.6%	23.6	-0.1%	8.8%	-0.7%	12.8%	16.0
Cc1ccc(CSCc2ccc(C(=O)O)o2)cc1	2.2%	5.2%	5.5	-1.1%	7.0%	-9.4%	-19.3%	2.3
COc1cccc(NC(=O)C2CCN(S(=O)(=O)c3ccc4[nH]c(=O)ccc4c3)CC2)c1	-4.7%	-4.3%	6.6	0.8%	-4.4%	-17.8%	12.1%	4.2
CN(CC(=O)Nc1ccc(F)cc1[N+](=O)[O-])Cc1ccccc1	?	?	14.2	0.8%	5.7%	-13.7%	-2.6%	-2.4
Cc1cccc(NC(=O)C2CC(=O)N/C(=N/N=C/c3ccco3)S2)c1 (stereo not given)	1.7%	?	13.4	-0.9%	14.6%	11.2%	.	4.3
CCOc1ccc(-c2[nH]ncc2-c2csc(C)n2)c(O)c1	5.9%	-4.1%[9.22 µM]	17.0	5.0%	5.3%	-4.2%	13.9%	5.0
CNC(=O)C1CCC(Cn2c(=O)c3sccc3n(CC(=O)NCc3ccc(C)cc3)c2=O)CC1 (stereo not given)	.	13.2%	.	.	.	-6.8%	-19.7%	2.4

More records:
SMILES	EPAC2 antagonist	TDP-43 yeast inh	DRD3 antagonist	aSyn yeast inh	EPAC2 agonist	Abeta rescue	FUS yeast rescue	DRD3 agonist
O=C(CSc1n[nH]c(=O)n1C1CC1)c1ccc(F)cc1	1.1%	8.2%	-59.8*	1.3%	3.4%	-5.0%	-21.4%	-20.8
Cc1occc1-c1nnc(SCC(=O)N2CC(=O)Nc3ccccc32)n1CC(C)C	-1.6%	-2.3%	12.3	3.1%	0.8%	-16.9%	-1.9%	0.2
CCN1CCN(c2nc3c(C)cccn3c(=O)c2/C=C(\C#N)S(=O)(=O)c2ccc(Cl)cc2)CC1	-15.1%	1.5%	-9.6	-3.4%	3.0%	-3.8%	38.5%	-10.9
C#CCOCCOCCOCCNc1nc(N2CCN(C(=O)[C@H](CCC(=O)O)n3cc([C@@H](N)[C@H](C)CC)nn3)CC2)nc(N2CCN(C(=O)[C@H](CCC(=O)O)n3cc([C@@H](N)CC(N)=O)nn3)CC2)n1	19.2%	15.0%	-17.2	0.4%	4.2%	6.7%	-7.2%	3.7
Oc1ccc2ccccc2c1/C=N/c1nccs1	-1.4%	-19.0%	-16.9	5.8%	-4.9%	-6.6%	-4.3%	-0.5
CCNc1nc(NCC)n2c(SCC(=O)Nc3ccc(C(F)(F)F)cc3[N+](=O)[O-])nnc2n1	19.2%	7.8%	1.3	5.0%	-27.5%	21.1%	-7.8%	0.6
COc1ccc(Cl)cc1S(=O)(=O)N(C)CC(=O)NCc1ccc2c(c1)OCO2	9.7%	-5.2%	-1.8	4.1%	5.0%	6.3%	-0.2%	13.9
CCSC1=C(C#N)C(c2ccccc2Cl)CC(=O)N1 (stereo not given)	10.7%	17.3%	5.1	-0.4%	-2.9%	24.6%	-16.6%	3.6
COc1ccc(CCNC(=O)CCC(=O)N2CC(C)Oc3ccccc32)cc1OC (stereo not given)	-5.0%	9.2%	-3.2	0.5%	17.5%	-3.7%	-1.6%	-8.2
COc1ccc(C2CC(c3ccccc3)=NN2c2ccc(N)cc2)cc1 (stereo not given)	-8.1%	?	-0.1	-1.2%	8.9%	-6.3%	4.9%	4.1
CC1CCCN(C(=O)C23CCC(C)(C(=O)C2)C3(C)C)C1 (stereo not given)	-3.9%	-17.7%	-20.2	-1.7%	12.9%	-18.4%	26.8%	-7.6
O=C(Cc1coc2ccc3ccccc3c12)NCc1cccs1	3.1%	0.3%	-0.7	0.8%	10.2%	20.7%	-22.9%	0.5
CSc1nc(-c2ccccc2)nc(NC(C)=O)c1C(C)=O	-18.3%	0.0%	-4.7	0.0%	1.1%	-5.0%	9.1%	1.5
CCOc1ccc(C(=O)Nc2cccc(-n3cnnn3)c2)cc1OCC	21.9%	3.7%	13.2	-9.0%	-5.1%	13.8%	?	10.3
COc1ccc(C(=O)c2nc3c(n2O)CCCCC3)cc1	3.8%	10.7%	12.8	1.4%	0.3%	10.0%	-4.5%	-1.5
FC(F)(F)C1=CC(c2ccccc2)=NCCN1	20.0%	7.4%	2.0	0.9%	-6.2%	22.5%	-21.5%	0.5
O=C(NNC(=O)c1cccs1)c1ccc([N+](=O)[O-])cc1	-1.4%	16.5%	-27.8	0.7%	1.1%	-5.7%	11.4%	-10.9
CCOC(=O)N1CCN(C(=O)COCc2cc(-c3ccc4c(c3)OCO4)on2)CC1	0.4%	0.0%	-10.6	1.2%	15.5%	-5.2%	14.5%	2.6
CCN1C(=O)[C@H]2[C@H]3CN=C(SCc4ccc(C(=O)OC)cc4)N3[C@@](Cc3ccccc3)(C(=O)OC)[C@H]2C1=O	-5.9%	20.7%	?	0.2%	11.4%	1.1%	-1.4%	-63.7
CN(C)S(=O)(=O)c1ccc(C(=O)Nc2nc3ccccc3[nH]2)cc1	7.1%	20.9%	4.4	1.2%	-4.7%	-1.0%	26.7%	3.9
CCN1CCCC1CNC(=O)C(=O)NC1CC1 (stereo not given)	8.2%	-3.2%	4.7	0.1%	10.1%	-17.9%	5.6%	5.0
O=[N+]([O-])c1ccc2c(c1)C=C1CCCCC1(N1CCCCC1)O2 (stereo not given)	-1.9%	9.3%	-0.9	2.2%	0.0%	0.0%	-9.5%	9.1
O=C(O)C1C2CCC(C2)C1C(=O)Nc1ccc(Cl)c(Cl)c1 (stereo not given)	2.1%	-21.7%	14.1	1.1%	3.0%	-11.4%	12.3%	5.5

Reformatted with bars between the fields: six of the compounds above
SMILES | EPAC2 antagonist | TDP-43 yeast inh | DRD3 antagonist | aSyn yeast inh | EPAC2 agonist | Abeta rescue | FUS yeast rescue | DRD3 agonist
CCSC1=C(C#N)C(c2ccccc2Cl)CC(=O)N1 (stereo not given) | 10.7% | 17.3% | 5.1 | -0.4% | -2.9% | 24.6% | -16.6% | 3.6
COc1ccc(CCNC(=O)CCC(=O)N2CC(C)Oc3ccccc32)cc1OC (stereo not given) | -5.0% | 9.2% | -3.2 | 0.5% | 17.5% | -3.7% | -1.6% | -8.2
COc1ccc(C2CC(c3ccccc3)=NN2c2ccc(N)cc2)cc1 (stereo not given) | -8.1% | ? | -0.1 | -1.2% | 8.9% | -6.3% | 4.9% | 4.1
CC1CCCN(C(=O)C23CCC(C)(C(=O)C2)C3(C)C)C1 (stereo not given) | -3.9% | -17.7% | -20.2 | -1.7% | 12.9% | -18.4% | 26.8% | -7.6
O=C(Cc1coc2ccc3ccccc3c12)NCc1cccs1 | 3.1% | 0.3% | -0.7 | 0.8% | 10.2% | 20.7% | -22.9% | 0.5
CSc1nc(-c2ccccc2)nc(NC(C)=O)c1C(C)=O | -18.3% | 0.0% | -4.7 | 0.0% | 1.1% | -5.0% | 9.1% | 1.5

Assay outcomes deposited in PubChem BioAssay by National Center for Advancing Translational Sciences (NCATS).
